TCR activator: activates T cell receptor signaling; Potency, µM (highest dose often 9.22 µM), for the others: top-dose activation of IL-2 secretion, most hits filed as activators; AID 504894; primary human leukocytes, anti-CD3, IL-2 HTRF, 48 h; 330,000 tested, under 10 active; note: % of control where 0% means no effect
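Readout: HTRF IL-2, Eu-cryptate/d2 antibody pair, 320nm excitation, 665nm emission. Stimulus: a-CD3 beads, no co-stimulation. Cells: primary human leukocytes. Exposure: 48 hr with compound.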
BCR signal inh: blocks chronic active B-cell receptor signaling; ABC-DLBCL IkBa-CBG/CBR reporter, luminescence ratio, 4 h; Potency, µM (top dose mostly 46.1 µM), for the others: at the highest dose ratio change, negative = lower green/red ratio, actives largely listed as inhibitors; 340,000 compounds, 0.05% hits; active = well fitted inhibition curve with a large enough effect in the signal ratio, with a control signal flat, not every such curve was filed as active; inconclusive = small, poorly fitted or top-dose-only effect, or effect the other way, or a change in a side signal; the % refers to the signal ratio;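 note: potency is the fitted concentration of half-maximal effect; plate controls were basal doxycycline-induced cells for no effect and cells given 10 µM MG132 for full effect; MG132 reads +100%, hits lower the ratio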
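Compounds up to 46 uM were incubated four hours with TMD8 cells whose green CBG68 luciferase is fused to IkappaBalpha; red CBR luminescence normalised the signal, and concentration-effect curves were fitted to fusion, red and ratio data.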
uPA surface inh: cell surface uPA generation inhibition | cell surface uPA generation assay, qHTS | Potency, µM (top dose mostly 38.3 µM), inactives show at the top dose activity change, negative = inhibition, most hits filed as inhibitors | 330,000 compounds, 0.31% hits; active = well fitted inhibition curve with a large enough effect; inconclusive = small, poorly fitted or top-dose-only effect; inactive = no such curve, though single readings can be large or run the other way; tested in mouse RAW 264.7 cells; note: potency is the fitted concentration of half-maximal effect; % is set by controls: 0 for no effect and ±100 for the full control effect; nearly all actives have a fitted effect of over 55% in size
B2AR arrestin: recruits beta-arrestin to the human beta2-adrenergic receptor | beta-arrestin recruitment to beta2AR, cell-based reporter | Potency, µM (series often up to 46.1 µM), for inactives: at the highest dose activation, actives largely listed as activators | 330,000 compounds, 0.02% hits | AID 492947;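 note: potency is the fitted concentration of half-maximal effect; 0% = DMSO controls and full agonism = EC100 isoproterenol or metaproterenol; nearly all actives have a fitted effect of over 65% in size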
TSG101-PTAP inh: blocks PTAP/TSG101 interaction to inhibit HIV-1 budding; Q99816; Fluorescence polarization, FITC-PTAP peptide / Tsg101 binding; Potency, µM (doses to about 115 µM), for the others: top-dose activity change, negative = inhibition, most hits filed as inhibitors; 340,000 tested, under 10 active; AID 493005; active = well fitted inhibition curve with a large enough effect in the main read-out, with a control signal flat, not every such curve was filed as active; inconclusive = small, poorly fitted or top-dose-only effect, or effect the other way, or a change in a side signal; inactive = no such curve, though single readings can be large or run the other way; note: potency is the fitted concentration of half-maximal effect; % of control where 0% means no effect
Target sequence (Q99816 whole entry, looked up): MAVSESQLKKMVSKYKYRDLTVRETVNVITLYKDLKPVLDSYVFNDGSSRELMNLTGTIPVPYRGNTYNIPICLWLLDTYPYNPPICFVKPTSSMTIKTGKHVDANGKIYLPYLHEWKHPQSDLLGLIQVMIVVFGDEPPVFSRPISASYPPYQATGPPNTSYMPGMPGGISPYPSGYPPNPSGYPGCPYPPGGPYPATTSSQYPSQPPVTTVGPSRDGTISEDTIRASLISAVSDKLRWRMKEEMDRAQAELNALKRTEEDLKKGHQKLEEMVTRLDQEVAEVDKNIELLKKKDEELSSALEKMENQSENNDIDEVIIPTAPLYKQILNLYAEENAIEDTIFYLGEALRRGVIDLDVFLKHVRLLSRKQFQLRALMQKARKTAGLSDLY
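Tsg101 binding domain (10 uM final) was mixed with compound and a FITC-labeled PTAP peptide (50 nM final) in HEPES pH 7.5 buffer with NaCl, Tween 20, EDTA and TCEP; fluorescence polarization was read after 20 min at r.t.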
Tb PFK inh: inhibitors of T. brucei phosphofructokinase. AID 485367. O15648. T. brucei PFK, ADP-Glo luminescence. Potency, µM (titrated, usually from 57.5 µM), without a hit: top-dose activity, negative = inhibition, most hits filed as inhibitors. 330,000 compounds, 0.17% hits;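 note: potency is the fitted concentration of half-maximal effect; 0% = uninhibited 1x PFK enzyme wells and -100% = no-enzyme wells; nearly all actives have a fitted effect of over 60% in size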
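In TEA buffer at pH 8.0 with 5 mM MgCl2, enzyme (1.25 nM) converted F6P (0.5 mM) and ATP (0.1 mM) for 45 min at room temperature. ADP product was read by luciferase luminescence.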
Eya2 phos inh: inhibitors of human Eya2 phosphatase activity. O00167. recombinant Eya2, OMFP fluorescence dephosphorylation (OMFP is methylfluorescein phosphate). Potency, µM (top dose mostly 76.9 µM), for the others: at the highest dose activity, negative = inhibition, most hits filed as inhibitors. 330,000 compounds, 0.006% hits. AID 488837; note: potency is the fitted concentration of half-maximal effect; % is set by controls: 0 for no effect and ±100 for the full control effect
Target sequence (O00167 whole entry, looked up): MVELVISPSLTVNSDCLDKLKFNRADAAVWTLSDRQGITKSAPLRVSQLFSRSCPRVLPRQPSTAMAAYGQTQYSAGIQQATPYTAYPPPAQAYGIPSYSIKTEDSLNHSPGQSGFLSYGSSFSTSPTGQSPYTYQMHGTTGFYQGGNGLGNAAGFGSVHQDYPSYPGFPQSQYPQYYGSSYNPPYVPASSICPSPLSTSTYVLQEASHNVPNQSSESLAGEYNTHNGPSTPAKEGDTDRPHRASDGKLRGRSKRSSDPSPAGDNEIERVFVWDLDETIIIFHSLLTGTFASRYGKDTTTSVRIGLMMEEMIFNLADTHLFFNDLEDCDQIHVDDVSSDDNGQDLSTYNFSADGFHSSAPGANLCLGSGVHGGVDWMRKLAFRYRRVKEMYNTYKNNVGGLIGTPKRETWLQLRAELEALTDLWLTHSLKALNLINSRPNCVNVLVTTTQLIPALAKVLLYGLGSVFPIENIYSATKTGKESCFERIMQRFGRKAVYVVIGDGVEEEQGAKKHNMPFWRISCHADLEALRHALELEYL
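Eya2 (0.2 uM) preincubated 10 min at ambient with compound, then OMFP substrate added at 50 uM; 10 min reaction in 50 mM HEPES pH 7.5, 50 mM NaCl, 5 uM MgCl2, 0.05% BSA, 1 mM DTT. Fluorescence read at Ex 485/Em 525 nm.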
ELG1 DNA repair: ELG1-dependent DNA repair inhibition; 330,000 compounds, 2.3% hits; AID 504467; Potency, µM (highest dose often 46.1 µM), for inactives: at the top dose activity change, negative = inhibition, usual class: inhibitors; HEK293T ELG1-luciferase reporter, luminescence, 16 h; DNA damage induced by 5-fluorouridine; note: potency is the fitted concentration of half-maximal effect; % is set by controls: 0 for no effect and ±100 for the full control effect; nearly all actives have a fitted effect of over 55% in size
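Reporter activity after DNA damage by 5-fluorouridine is monitored. Compound-treated cells incubate 16 hr at 37 °C, then ONE-Glo is added for 30 min before luminescence reading.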
TSHR antag: blocks TSH signaling through the human TSH receptor | P16473 | TSHR-expressing cells, TSH-stimulated cAMP HTRF, 2 h; active compounds read low | activity change, negative = inhibition, % at 11.5 µM | 330,000 compounds, 0.2% hits;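 active = activity change below a set negative limit, meaning inhibition stronger than a set level, cut at about -70% in these data; inconclusive = activity change between two set negative limits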; note: % is set by controls: 0 for no effect and ±100 for the full control effect
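Freshly harvested TSHR cells receive pin-tooled compound, then EC80 TSH at 4nM final. After 2 hours at 37 deg C, antibody in lysis buffer and cAMP-d2 are added; 30 minutes at ambient temperature precede the HTRF read.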
USP2a inh: inhibitors of human ubiquitin-specific protease USP2a. Potency, µM (doses to about 38.3 µM), for inactives: at the top dose activity change, negative = inhibition, most hits filed as inhibitors. O75604. USP2 core, Ub-CHOP2 coupled fluorogenic reporter, 485/531. 330,000 compounds, 0.01% hits;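 note: potency is the fitted concentration of half-maximal effect; plate controls were DMSO wells for no effect and full inhibition by NEM control for full effect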
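Deubiquitinase activity read as fluorescence (485/531 nm) after Ub-CHOP2 cleavage activates the enterokinase reporter on its substrate; USP2 core 10nM, Ub-CHOP2 and substrate 25nM each, 30min compound preincubation then 60min RT; data normalized to NEM, curves fitted.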
Mito fusion yeast: mitochondrial division inhibition or fusion activation; S. cerevisiae fusion-defective mutant growth rescue, CellTiterGlo 48 h; Potency, µM (series often up to 46.1 µM), inactives show at the highest dose growth rescue (activation), hits mostly activators; 320,000 compounds, 0.23% hits;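 note: potency is the fitted concentration of half-maximal effect; % of control where 0% means no effect; nearly all actives have a fitted effect of over 45% in size; temperature-sensitive fusion mutants such as fzo1-1 at 37 °C on non-fermentable ethanol glycerol medium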
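Read-out: ATP-based luminescence (CellTiterGlo, 10 min ambient) reporting growth of fusion-defective ts yeast after 48 hours at 37C on glycerol/ethanol YPEG medium in the presence of compound.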
* marks the source's active call; other numbers are inactive results; ? = inconclusive; nt = not tested or not shown; [ ] = remark or other dose. Unless noted, calls come from the whole dose curve; as a rule, active = well fitted curve in the direction sought with a large enough effect; inconclusive = small, poorly fitted or top-dose-only effect, or another doubt; inactive = no such curve, though single readings can be large; an effect the other way counts as inactive or inconclusive.

SMILES	TCR activator	BCR signal inh	uPA surface inh	B2AR arrestin	TSG101-PTAP inh	Tb PFK inh	Eya2 phos inh	ELG1 DNA repair	TSHR antag	USP2a inh	Mito fusion yeast
COc1ccc(/C=C/C2=NC(=C\N(C)C)/C(=O)O2)cc1	1%	?	-1%	0.0%	5%	-2%	-17%	?	-7	-3%	4%
Cc1cccc(C(=O)OCC(=O)N(C)CC(=O)Nc2ccc(Cl)c(C(F)(F)F)c2)c1	3%	8%	-9%	-0.2%	-3%	-7%	25%	-3%	-14	-3%	19%
O=C(C1CC1)N(CCN(C(=O)C1CC1)c1ccccc1)c1ccccc1	-18%	12%	8%	-0.5%	-11%	-3%	3%	18%	11	-4%	?
Cc1occc1-c1nnc(SCC(=O)c2ccc(F)cc2)n1Cc1ccco1	0%	1%	-3%	-0.2%	-4%	-5%	-29%	2%	3	0%	11%
COc1ccc(-c2c(C)nc3c(-c4ccc(F)cc4)cnn3c2N)cc1	-6%	3%	-10%	-0.5%	0%	3%	-7%	?	-27	-2%	-12%
CCCCC/S(CC1CC1(Cl)Cl)=N\S(=O)(=O)c1ccc(C)cc1 (configuration not stated)	-9%	3%	-2%	-0.2%	2%	1%	-3%	-10%	3	5%	-6%
CCOC(=O)/C(C#N)=C/c1ccc(OCC(=O)Nc2ccc(OC)cc2)c(OC)c1	-5%	-27%	1%	-0.1%	-6%	2%	1%	16%	13	1%	2%
CN(CC(=O)Nc1ccc(N2CCOCC2)cc1)Cc1cc(=O)n2ccsc2n1	-2%	?	0%	-0.1%	-1%	0%	14%	-18%	2	8%	11%
CCc1cccc(C)c1NC(=O)CN(C)S(=O)(=O)c1ccc(-c2ccc(=O)[nH]n2)s1	3%	-16%	0%	-0.1%	0%	0%	13%	-29%	-2	-1%	-4%
Cc1ccc(C)c(NC(=O)C2Cc3ccccc3CN2C(=O)OCc2ccccc2)c1 (configuration not stated)	-7%	-1%	-5%	0.5%	-2%	-4%	3%	0%	-4	5%	14%
COc1ccc(/C=C2\SC(=O)N(CC(=O)N(C)C3CCS(=O)(=O)C3)C2=O)cc1 (configuration not stated)	-1%	-23%	1%	-0.6%	-5%	-18%	-8%	20%	7	2%	-12%
CCCCc1ccc(NS(=O)(=O)N(C)C)cc1	-2%	1%	3%	0.4%	-2%	1%	-4%	1%	3	-2%	0%
O=C(c1ccc(Cl)c(S(=O)(=O)N2CCCCCC2)c1)N1CCN(CCO)CC1	8%	-2%	-2%	-0.2%	2%	1%	7%	-16%	5	1%	-2%
C[C@@H]1Cc2c(O)c(O)cc(O)c2C(=O)O1	0%	-4%	1%	-0.4%	-9%	-1%	12%	-3%	19	-1%	13%
CSc1ncccc1C(=O)OCC(=O)NCCC1=CCCCC1	-4%	3%	-11%	-0.1%	1%	-8%	-9%	?	-11	-1%	13%
COc1ccc(-n2c(C)c(C)c3c(NCCN(C)C)ncnc32)cc1	-6%	-2%	-29%	0.1%	-6%	0%	4%	2%	-4	-1%	-7%
Cc1ccc2c(c1)-n1c(nc3ccccc3c1=O)C(Cc1ccccc1)NC2=O (configuration not stated)	nt	-1%	nt	-0.2%	nt	2%	2%	3%	0	6%	nt
COCC(C)n1c(SCC(=O)c2cc(C)n(C)c2C)nc2ccccc2c1=O (configuration not stated)	-11%	-12%	5%	0.3%	2%	1%	1%	?	2	0%	19%
CCOc1ccc(OCCC(=O)OCC(=O)NC2CCCCC2)cc1	-3%	4%	2%	-0.7%	0%	-2%	-12%	22%	-6	1%	1%
C=CCON/C(CCC)=C1\C(=O)C(C(=O)OC)C(C)(C)CC1=NC (configuration not stated)	4%	-12%	0%	0.0%	0%	-6%	11%	11%	11	2%	13%
CCOc1cc(C(=O)Nc2ccc(S(=O)(=O)Nc3cc(C)on3)cc2)cc(OCC)c1OCC	nt	-5%	6%	-0.1%	0%	0%	11%	2%	-6	-1%	0%
Cc1nnc(SCc2ccc(C(=O)Nc3cc(Cl)ccc3C)cc2)s1	nt	?	-3%	2.3%	-3%	-12%	7%	-1%	-4	0%	?
CCSc1nnc(-c2sc3nnc(-c4ccccc4)c(-c4ccccc4)c3c2N)o1	-9%	14%	-3%	-0.4%	?	-2%	27%	?	-15	5%	3%
O=C(Cc1ccc2c(c1)OCCO2)Nc1cccc(S(=O)(=O)N2CCOCC2)c1	11%	-8%	9%	-1.0%	-5%	0%	-16%	0%	13	-1%	-7%
CC(Sc1nc2ccccc2o1)C(=O)O (configuration not stated)	-1%	?	nt	-0.2%	-4%	2%	-5%	?	-3	2%	-5%
CCOC(=O)c1ccc(NC(=O)Nc2cccc(C)n2)cc1	-1%	3%	2%	-0.2%	1%	-3%	3%	-1%	-6	0%	0%
COc1ccc(CCNC(=O)COc2ccc(N(C)S(=O)(=O)c3ccc(C)cc3)cc2)cc1	4%	8%	-11%	0.2%	-4%	2%	-9%	?	-21	-1%	18%
CC(C)(C)[C@H]1COC(=O)CCC/C=C/C[C@H](CC(=O)N(CCO)Cc2ccccc2)C(=O)N1	10%	1%	-5%	-0.1%	nt	0%	5%	?	47	0%	nt
COC1CCCN(Cc2cn(C)nc2-c2ccc(Oc3ccccc3)cc2)C1 (configuration not stated)	-1%	?	2%	-0.7%	-1%	-1%	2%	11%	2	10%	-5%
Cc1c(C(=O)Nc2ccccc2)sc2nc[nH]c(=O)c12	-5%[46.1 µM]	-17%	-3%	-0.9%	-5%	0%	-3%	?	-7	0%	-1%
O=C(O)CCNC(=O)c1ccc(NC(=O)C(c2ccccc2)c2ccccc2)cc1	2%	3%	11%	0.1%	-7%	3%	12%	12%	-10	1%	-6%
CC(=O)Nc1ccc(S(=O)(=O)N(Cc2ccccc2)c2ccccn2)cc1	1%	-6%	10%	0.1%	-8%	1%	?	-7%	-9	-1%	9%
CCOC(=O)C1=C(COC(=O)COc2cc(C)ccc2C)NC(=O)NC1C (configuration not stated)	-3%	-4%	4%	0.1%	-5%	21%	3%	-2%	-4	1%	-2%
COc1ccc(S(=O)(=O)N(C)C[C@@H]2Oc3ccc(NC(=O)Nc4c(C)noc4C)cc3C(=O)N([C@H](C)CO)C[C@@H]2C)cc1	0%	?	3%	6.3%	-6%	-1%	10%	?	-9	1%	nt
Cc1ccc2nc(-c3ccc(N4C(=O)CC(N5CCC(C(N)=O)CC5)C4=O)cc3)sc2c1 (configuration not stated)	-5%[46.1 µM]	7%	nt	-0.5%	nt	-2%	0%	?	7	4%	?
Cc1c(C(=O)N2CCN(c3ccccn3)CC2)cccc1[N+](=O)[O-]	nt	-3%	-2%	-0.1%	-4%	4%	-3%	-3%	7	1%	6%
Cc1ccccc1CN1CCN(c2nc3ccccc3s2)CC1	-26%	?	-17%	0.2%	-2%	2%	9%	?	-1	0%	10%
CCN(C(=O)COc1cc(=O)n(C)c2ccccc12)c1cccc(Cl)c1	7%	-9%	-7%	3.6%	-6%	0%	-15%	6%	0	0%	12%
NC(=S)Nc1ccc2c(c1)OCO2	3%	-9%	-1%	0.2%	1%	-1%	0%	0%	8	2%	-1%
COc1cc2c(cc1OC)C(c1ccccc1Br)NC(=O)C2 (configuration not stated)	0%	-19%	3%	0.1%	0%	0%	1%	37%	9	0%	0%
CC(C)(C)OC(=O)[C@H](Cc1ccccc1)NC(=O)c1[nH]cnc1C(=O)N[C@@H](Cc1ccccc1)C(=O)OCc1ccccc1	-4%	19%	6%	0.2%	0%	-1%	-9%	-12%	-12	0%	-1%
CCNC(=O)c1ccccc1-c1nc(-c2ccccc2OC)no1	1%	?	-4%	0.2%	-3%	-2%	-28%	0%	-3	10%	0%

Among those listed so far, 2 have a tert-butyl group.
SMILES	TCR activator	BCR signal inh	uPA surface inh	B2AR arrestin	TSG101-PTAP inh	Tb PFK inh	Eya2 phos inh	ELG1 DNA repair	TSHR antag	USP2a inh	Mito fusion yeast
CC(C)(C)[C@H]1COC(=O)CCC/C=C/C[C@H](CC(=O)N(CCO)Cc2ccccc2)C(=O)N1	10%	1%	-5%	-0.1%	nt	0%	5%	?	47	0%	nt
CC(C)(C)OC(=O)[C@H](Cc1ccccc1)NC(=O)c1[nH]cnc1C(=O)N[C@@H](Cc1ccccc1)C(=O)OCc1ccccc1	-4%	19%	6%	0.2%	0%	-1%	-9%	-12%	-12	0%	-1%
